From PubChem BioAssay
PME-1 primary – blocks human protein phosphatase methylesterase 1. 320,000 compounds, 0.53% hits. Q9Y570. inhibition, % at 5.9 µM. recombinant PME-1, FP-Rh probe fluorescence polarization;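 active means inhibition above the campaign mean of all compounds plus 3 SD, cut at about 26% in these data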;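 further: competitive labeling of PME-1 active site by serine hydrolase directed probe; 0% = PME-1 with DMSO and 100% = wells lacking PME-1 enzyme; inhibitors block probe labeling so polarization falls and inhibition rises; many of its hits are not listed in these tables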
Target sequence (Q9Y570 whole entry, looked up): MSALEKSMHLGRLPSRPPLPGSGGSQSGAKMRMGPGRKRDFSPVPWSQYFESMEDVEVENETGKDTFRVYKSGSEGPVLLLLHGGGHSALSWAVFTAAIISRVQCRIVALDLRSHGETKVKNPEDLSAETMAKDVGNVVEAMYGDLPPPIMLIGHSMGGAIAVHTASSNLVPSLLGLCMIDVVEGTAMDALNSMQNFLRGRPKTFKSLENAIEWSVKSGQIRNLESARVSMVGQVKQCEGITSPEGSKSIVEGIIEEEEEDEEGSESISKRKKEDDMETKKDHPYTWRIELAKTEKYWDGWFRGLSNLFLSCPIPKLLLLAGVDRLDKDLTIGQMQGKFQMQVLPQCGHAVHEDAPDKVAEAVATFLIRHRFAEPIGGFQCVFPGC
PAFAH1B3 FP inh – PAFAH1B3 (human) inhibition. Q15102. recombinant PAFAH1B3, FP-rhodamine probe, fluorescence polarization. inhibition, % at 3.39 µM. 340,000 compounds, 0.28% hits;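 active means inhibition above the screen-wide average of all tested compounds plus 3 SD, cut at about 25% in these data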;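 further: 0% = enzyme with DMSO only and 100% = wells lacking PAFAH1B3 protein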
pPAFAH FP inh – pPAFAH (human) enzyme inhibition | recombinant pPAFAH, FP-rhodamine probe fluorescence polarization | inhibition, % at 3.39 µM | 330,000 compounds, 1.5% hits;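 active means inhibition above the mean inhibition across the screen plus 3 SD, cut at about 25% in these data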;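 further: inhibitors block binding of the rhodamine activity-based probe so polarization drops; 0% = enzyme with DMSO and 100% = wells lacking pPAFAH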
LYPLA1 counter – blocks human lysophospholipase 1, a PME1 counter-screen | 320,000 compounds, 0.16% hits | AID 2174 | inhibition, % at 5.9 µM | recombinant LYPLA1, FP-Rh probe fluorescence polarization;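 active means inhibition above the mean of all tested compounds plus 3 SD, set per campaign, cut at about 14% in these data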;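 further: inhibitors block serine hydrolase probe labeling of LYPLA1 so polarization falls; 0% = enzyme with DMSO and 100% = wells lacking LYPLA1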
Target sequence (O75608 whole entry, looked up): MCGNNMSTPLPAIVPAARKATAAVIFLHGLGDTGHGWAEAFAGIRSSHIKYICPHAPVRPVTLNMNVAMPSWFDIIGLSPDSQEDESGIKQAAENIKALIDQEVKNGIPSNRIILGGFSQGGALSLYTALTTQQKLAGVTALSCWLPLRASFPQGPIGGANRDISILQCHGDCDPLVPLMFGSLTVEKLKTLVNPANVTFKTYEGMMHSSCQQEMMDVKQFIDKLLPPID
GSTO1 counter – counter-screen for RBBP9 inhibitors: inhibitors of human GSTO1; recombinant GSTO1, activity-based probe fluorescence polarization; 300,000 compounds, 1.1% hits; inhibition, % at 5.96 µM; P78417;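 active means inhibition above the campaign mean inhibition plus 3 SD, cut at about 35% in these data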;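 further: 0% = GSTO1-1 with DMSO and 100% = wells lacking GSTO1-1 enzyme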
LYPLA2 inh – LYPLA2 (human) inhibition in PME1 counter-screen; inhibition, % at 5.9 µM; AID 2177; O95372; 320,000 compounds, 0.38% hits; recombinant LYPLA2, FP-Rh probe fluorescence polarization;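 active means inhibition above the screen-wide mean plus 3 SD, limit set per campaign, cut at about 26% in these data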;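 further: 0% = LYPLA2 with DMSO and 100% = wells lacking LYPLA2 enzyme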
PAD4 FP inh – blocks human protein arginine deiminase 4; Q9UM07; recombinant PAD4, RCA probe fluorescence polarization; inhibition, % at 6.36 µM; 330,000 compounds, 0.41% hits;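 active means percent inhibition above a cutoff equal to the mean of all tested compounds plus 3 SD, cut at about 15% in these data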;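 further: 0% = PAD4 with RCA probe and DMSO and 100% = probe without PAD4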
PAFAH2 inh – inhibitors of human PAFAH2; AID 492956; recombinant PAFAH2, FP-rhodamine activity probe, fluorescence polarization; 340,000 compounds, 0.99% hits; Q99487; inhibition, % at 3.39 µM;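 active means inhibition above the mean over all tested compounds plus 3 SD, cut at about 30% in these data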;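 further: inhibitors block probe labeling of enzyme so polarization drops; 0% = enzyme with DMSO and 100% = wells lacking PAFAH2 protein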
PAFAH1B2 FP inh – inhibitors of human PAFAH1B2; 340,000 compounds, 1.2% hits; inhibition, % at 3.39 µM; recombinant PAFAH1B2, FP-rhodamine activity probe, fluorescence polarization; P68402;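 active means inhibition above the mean of all tested compounds plus 3 SD, cut at about 24% in these data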;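 further: 0% = enzyme with DMSO and 100% = wells lacking PAFAH1B2; many of its hits are not listed in these tables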
Target sequence (P68402 whole entry, looked up): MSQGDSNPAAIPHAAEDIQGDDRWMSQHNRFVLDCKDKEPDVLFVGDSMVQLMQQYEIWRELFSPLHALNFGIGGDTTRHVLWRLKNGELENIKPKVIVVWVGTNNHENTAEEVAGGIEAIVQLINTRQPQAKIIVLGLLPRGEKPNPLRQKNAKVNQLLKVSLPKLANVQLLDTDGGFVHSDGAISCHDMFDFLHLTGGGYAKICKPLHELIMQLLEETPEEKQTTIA
Numbers without * were called inactive; . = no result given. The list is partial. The share of hits here may be higher or lower than overall.

molecule | PME-1 primary | PAFAH1B3 FP inh | pPAFAH FP inh | LYPLA1 counter | GSTO1 counter | LYPLA2 inh | PAD4 FP inh | PAFAH2 inh | PAFAH1B2 FP inh
COC(=O)c1ccc(NC(=S)NC(=O)c2c(Cl)cnn2C)cc1 | 4 | 2 | -1 | -3 | 7 | -1 | 0 | -1 | 1
COc1ccc(N(CC(=O)Nc2ccccc2SC)S(C)(=O)=O)cc1OC | 1 | 0 | 7 | -1 | 1 | -2 | 1 | 6 | 0
O=C(CCc1ccccc1)OCC(=O)c1ccc(Br)cc1 | -4 | -3 | 5 | 0 | 5 | -1 | 0 | 2 | 2
CCOC(=O)C1CCN(Cc2cnc(Oc3ccc(N)cc3)s2)CC1 | 4 | 10 | -1 | 0 | 6 | 0 | -1 | 2 | -1
O=C(NC(=O)N1CCCCC1)c1ccc(Cl)cc1 | -1 | 3 | 3 | 1 | -3 | 8 | 1 | -1 | 4
CCCn1c(SCC(=O)Nc2ccccc2Cl)n[nH]c1=O | -6 | 8 | 4 | -2 | 4 | 1 | 5 | 2 | 2
Cc1nnc(SCC(=O)NCc2cccs2)[nH]c1=O | -8 | 4 | -4 | 5 | -1 | -2 | -1 | -3 | 6
C=CCNCCCCOc1ccc(C)cc1[N+](=O)[O-] | -4 | 3 | 3 | 3 | -5 | 2 | 2 | -1 | 2
OCC1OC(n2cnc3c(NC4CCCC4)ncnc32)C(O)C1O (stereo not given) | -2 | 5 | 1 | 0 | -5 | 5 | 0 | 3 | -1
COc1ccc(N(CC(=O)N2CCc3ccccc3C2)S(C)(=O)=O)cc1OC | -3 | 3 | -1 | -3 | 6 | 6 | 3 | -1 | 4
O=C(NC1CCCCC1)NC12CC3CC(CC(C3)C1)C2 | 7 | 4 | 0 | -1 | 2 | -8 | -2 | -9 | 2
CCN(CC)S(=O)(=O)c1cccc(-c2nnc(-c3ccc(C)cc3)o2)c1 | -13 | 7 | 13 | -1 | 1 | 4 | 5 | -4 | 5
CC(=O)Nc1ccc(NC(=O)CSc2nnc(NC(=O)c3ccco3)s2)cc1 | 0 | 14 | 2 | -2 | 3 | -2 | 2 | -2 | 7
CCN(CC)CCCNC(=O)Cn1cnc2sc(C)c(S(=O)(=O)N3CCN(c4ncccn4)CC3)c2c1=O | -1 | 5 | 1 | -3 | 2 | 5 | -4 | -2 | 8
CN(C)CCCN(C(=O)COc1ccc(Cl)cc1)c1nc2c(F)cccc2s1 | 2 | 2 | 4 | -1 | 9 | 1 | 0 | 4 | 3
COCCN(C(=O)CSc1ncc(C(F)(F)F)cc1Cl)c1c(N)n(Cc2ccccc2)c(=O)[nH]c1=O | -1 | 7 | 3 | 2 | 2 | 2 | -3 | 0 | 2
COc1cc(/C=C/C(=O)O)cc(S(=O)(=O)NC2CC2)c1OC | -1 | 7 | 2 | 0 | 2 | -4 | 0 | 6 | 5
ClC(CCN1CCN(Cc2ccccc2)CC1)c1ccccc1 (stereo not given) | 4 | 6 | 4 | 2 | 8 | 6 | -3 | 6 | 5
CC(C)(C)NC(=O)CN(CCc1ccccc1)C(=O)c1csnn1 | 1 | 4 | 0 | -5 | -7 | -4 | -1 | -5 | -3
CSCCC(NC(=O)c1ccccc1)C(=O)Nc1ccc(NC(C)=O)cc1 (stereo not given) | 3 | . | 7 | 9 | -2 | 2 | 4 | . | .
COc1cccc(C(C(=O)NC2CCCC2)N(CC2CCCO2)C(=O)Cc2cccs2)c1 (stereo not given) | -1 | 8 | -1 | 0 | 5 | 1 | -3 | -3 | 2
O=C1CCC(=O)N1c1ccc(S(=O)(=O)Nc2cccc([N+](=O)[O-])c2)cc1 | 4 | 23 | 2 | 3 | 8 | 10 | -4 | 1 | -1
CCC(C)NC(=O)c1cn(CC)c2ccc(S(=O)(=O)N3CCCCCC3)cc2c1=O (stereo not given) | -4 | 3 | -10 | -3 | 6 | -5 | 3 | 18 | 2
C=CCn1c(=O)c(C(=O)Nc2cc(C)ccn2)c(O)c2ccccc21 | 2 | 9 | -6 | -5 | -2 | -8 | -2 | -5 | 5
O=C(NNc1nc(Nc2ccccc2)nc(N2CCOCC2)n1)Nc1ccc(Cl)cc1 | 0 | -1 | -3 | -7 | -15 | -12 | -4 | -2 | 0
O=C(NC1CCCC1)c1cccc(S(=O)(=O)N2CCCCC2)c1 | -3 | -1 | 2 | 2 | -4 | 3 | -3 | -13 | 3
Cc1onc(-c2ccccc2Cl)c1C(=O)Nc1ccc(S(=O)(=O)NCC2CCCO2)cc1 (stereo not given) | 1 | 2 | 0 | 0 | 11 | 3 | -2 | -1 | -4
CC1C=CCC2C(=O)N(c3ccccc3OC(=O)c3ccco3)C(=O)C12 (stereo not given) | 3 | 11 | -1 | -4 | 11 | -4 | -1 | -2 | 0
COc1ccccc1N(CC(=O)NC1CCCC1)C(=O)c1oc(C(C)(C)C)cc1C | 4 | 1 | 5 | 2 | 6 | 3 | 0 | 4 | 10
COc1ccccc1OCCn1c(=O)sc2ccccc21 | 1 | 3 | -7 | 0 | 2 | 1 | -1 | 0 | 1
O=C(/C=C/c1ccc(Cl)cc1Cl)c1nc2ccccc2[nH]1 | 26 | -3 | -3 | -1 | -2 | 1 | -2 | -13 | -1
O=C(N/N=C/c1cccnc1)c1cccc(N2CCCC2=O)c1 | -3 | 4 | 0 | -1 | 3 | 0 | -3 | 3 | 1
Cn1c(=O)cc(SCC(=O)N2CCOCC2)c2ccc(Cl)cc21 | -5 | 6 | -4 | 4 | 4 | 4 | 2 | -4 | -1
C=CCNC(=S)NNC(=O)C(CCCC)CC(O)COCC(C)C (stereo not given) | -1 | -5 | 6 | 2 | -7 | 2 | 0 | 1 | 1
O=C(COC(=O)c1cnccn1)Nc1ncc(C(F)(F)F)cc1Cl | . | 4 | -2 | . | . | . | 0 | 7 | 4
N/C(=N\OC(=O)c1ccc(F)cc1)c1ccccc1 | 1 | 6 | 2 | -1 | 6 | 3 | -2 | 5 | 4
Cc1ccccc1S(=O)(=O)Cc1ccc(C(=O)NCCN(C)Cc2ccccc2)o1 | -3 | 8 | 2 | 0 | -3 | 8 | -6 | 4 | 5
CC1(C)CC(=O)C(C(=S)Nc2ccc(F)cc2)=C(NCCN2CCOCC2)C1 | 6 | 5 | 1 | 0 | 3 | 4 | 4 | -2 | 6
O=C1C=C(c2ccc(Cl)c(C(F)(F)F)c2)C[C@@H](c2ccc3c(c2)OCO3)C1 | -5 | -1 | -1 | -1 | . | -1 | -1 | 5 | -6
CCOC(=O)c1cnc(-c2ccccc2)[nH]c1=O | 0 | 1 | 7 | 3 | -6 | 4 | 5 | -6 | -1
COc1ccc(N2CCN(C(=O)CNC(=O)c3cccc(Br)c3)CC2)cc1 | 5 | 6 | 9 | 1 | -1 | 4 | 1 | 10 | 0
Cc1ccc(N2CC(C(=O)Nc3ccc(S(=O)(=O)N4CCOCC4)cc3)CC2=O)cc1Cl (stereo not given) | -4 | -5 | 6 | 4 | 5 | 4 | -2 | 5 | -5
O=C(Nc1nnc(Cc2ccccc2)s1)C1CCC1 | -3 | 4 | -7 | -4 | 4 | 0 | -1 | 9 | 1
O=C(Nc1nccs1)c1ccc(-c2ccc(Cl)cc2)o1 | -10 | 0 | 2 | -5 | -7 | -6 | 0 | 2 | -2
CC(=O)Nc1cc(C(=O)N2CCN(C)CC2)ccc1S(=O)(=O)c1ccc(C)cc1 | 1 | -1 | 5 | -1 | 0 | -1 | -2 | 3 | -3
COc1ccc(CN2CCN(C(=O)CCC(=O)Nc3nnc(C(C)C)s3)CC2)cc1F | 1 | 3 | 3 | 1 | -8 | -2 | 3 | 14 | -6
O=C(NCc1ccc2c(c1)OCO2)c1ccc(CS(=O)(=O)c2ccc(Br)cc2)o1 | 7 | 2 | -9 | 0 | 4 | -5 | -5 | -3 | 7
Cc1cc2c(=O)n(C)c(SCC(=O)c3cc4ccccc4o3)nc2s1 | -13 | 5 | 2 | 1 | -2 | 7 | -1 | -8 | 5
O=C(NCCc1ccc(F)cc1)c1cc(=O)c2ccccc2o1 | 8 | -3 | 1 | 4 | 0 | 5 | -2 | -1 | -1
COc1cc(NC(=O)c2ccc(C)cc2)ccc1NC(=O)c1cc2ccccc2o1 | -4 | -2 | 0 | -4 | -7 | -4 | -2 | 14 | 2
O=C(COC(=O)CCSc1ccccc1Cl)Nc1ccc(F)cc1F | -6 | -4 | 10 | -1 | 1 | 0 | -1 | 1 | -3
CCOC(=O)c1ccc(Nc2nc(N3CCOCC3)nc(N3CCOCC3)n2)cc1 | -12 | 5 | 0 | -2 | -6 | -8 | -3 | 1 | 5
C=CCNCCOc1ccc(C)cc1[N+](=O)[O-] | 4 | 4 | 2 | 0 | 8 | 1 | 0 | -3 | 4
Cc1ccc(-c2nnn(CC(=O)N(c3ccc(F)cc3)C(C(=O)NC3CCCC3)c3ccco3)n2)o1 (stereo not given) | 2 | -2 | 4 | -1 | -2 | 5 | -1 | -1 | 0
COc1cc(C(=O)OCCc2c(C)nc3nc[nH]n3c2=O)cc(OC)c1OC | -1 | 0 | -3 | -4 | -7 | 1 | 0 | 3 | 2
COc1ccc(Cn2nnnc2C(c2ccc(F)cc2)N2CCN(C3CCCC3)CC2)cc1 (stereo not given) | 1 | 1 | 0 | 1 | 5 | 3 | -1 | -3 | 1
C=CCc1c(C)c(C#N)c2nc3ccccc3n2c1NCCN(C)C | 9 | 5 | 9 | 1 | -2 | 5 | 0 | 3 | 0
CCCN(C(=O)CSc1nc2cc(S(=O)(=O)N(CC)CC)ccc2o1)C1CCS(=O)(=O)C1 (stereo not given) | 6 | -1 | -1 | -2 | 3 | -13 | 2 | -7 | 4
CC(C)(C)C(=O)NNC(=O)c1cc(C(C)(C)C)nn1Cc1ccccc1 | -2 | 11 | 5 | 1 | 1 | 0 | 3 | 2 | 12
COCCN(C(=O)c1cc2c(s1)CCCCC2)c1c(N)n(CC(C)C)c(=O)[nH]c1=O | 6 | 3 | -3 | 2 | . | -4 | 1 | 5 | -1

The listing continues:
molecule | PME-1 primary | PAFAH1B3 FP inh | pPAFAH FP inh | LYPLA1 counter | GSTO1 counter | LYPLA2 inh | PAD4 FP inh | PAFAH2 inh | PAFAH1B2 FP inh
CN(Cc1cn(C)nc1-c1ccccc1F)CC1CCN(Cc2ccccc2)CC1 | -3 | 0 | 3 | 0 | 1 | 0 | 0 | -5 | 5
COc1ccc(/C=N/NC(=O)CCC(=O)Nc2ccc(F)cc2)c(OC)c1 | -2 | 5 | 7 | 1 | 9 | 6 | -1 | -5 | 3
O=C1c2ccccc2C(=O)N1CC(=O)N1c2ccccc2CCc2ccccc21 | 3 | 1 | 10 | -1 | 6 | -1 | 2 | 15 | 5
COC(=O)c1cc(=O)nc2scc(C)n12 | -1 | -1 | 4 | -1 | -4 | 0 | -1 | 5 | 4
C/C(=N\NC(=O)c1cccc(N2CCCC2=O)c1)c1ccc(N)cc1 | -2 | 0 | 5 | -4 | 14 | -5 | -2 | 3 | 6
Cc1nnc(SCC(=O)Nc2cccc(S(=O)(=O)N3CCCCC3)c2)s1 | 8 | 3 | -4 | 1 | . | 6 | 4 | 2 | -5
CCCCCn1c(Sc2ccccc2)nc2c1c(=O)[nH]c(=O)n2C | -3 | 3 | -4 | -2 | 0 | 4 | -6 | 5 | 3
